# D2 agonist: agonists of human D2 dopamine receptor; P14416; HEK293 T-REx D2 cells, calcium flux agonist mode; activation, % at 2 µM; actives 0.53% (n = 340,000); AID 485358;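 active means activation over 3 SD above normal in the single-dose calcium agonist read, cut at about 30% in these data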; further: 0% is about no effect
# Target sequence (P14416 whole entry, looked up): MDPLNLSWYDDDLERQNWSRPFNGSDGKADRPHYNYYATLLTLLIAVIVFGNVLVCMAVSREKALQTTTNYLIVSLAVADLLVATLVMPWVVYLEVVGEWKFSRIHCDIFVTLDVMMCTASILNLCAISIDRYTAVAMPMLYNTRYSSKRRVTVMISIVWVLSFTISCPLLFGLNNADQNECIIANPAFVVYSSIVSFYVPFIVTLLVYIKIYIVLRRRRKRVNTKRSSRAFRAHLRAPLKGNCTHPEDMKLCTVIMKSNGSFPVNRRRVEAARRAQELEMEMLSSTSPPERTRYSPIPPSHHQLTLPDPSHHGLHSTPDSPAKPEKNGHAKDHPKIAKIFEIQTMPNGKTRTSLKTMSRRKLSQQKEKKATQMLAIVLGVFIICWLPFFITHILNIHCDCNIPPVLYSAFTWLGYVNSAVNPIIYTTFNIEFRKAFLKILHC
#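 In this primary screen, compounds producing a positive calcium signal within 180 s of addition to tetracycline-induced, force-coupled HEK293 Trex D2 cells are flagged; cells are dye-loaded with a no-wash calcium kit beforehand.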
# D1 PAM: human D1 dopamine receptor positive modulation. P21728. potentiation, % at 10 µM. actives 0.036% (n = 360,000). HEK293 TREx D1 cells, calcium flux, dopamine EC20 potentiation; in the data active means potentiation above about 30%; further: 0% is about no effect
# TRHR PAM: allosteric enhancers of human TRH receptor | TRHR cells, fluo-8 calcium fluorescence, EC20 TRH enhancement | P34981 | actives 0.66% (n = 360,000) | AID 493056 | enhancement, % at 2 µM; in the data active means enhancement above about 30%; further: 0% is about no effect
# Target sequence (P34981 whole entry, looked up): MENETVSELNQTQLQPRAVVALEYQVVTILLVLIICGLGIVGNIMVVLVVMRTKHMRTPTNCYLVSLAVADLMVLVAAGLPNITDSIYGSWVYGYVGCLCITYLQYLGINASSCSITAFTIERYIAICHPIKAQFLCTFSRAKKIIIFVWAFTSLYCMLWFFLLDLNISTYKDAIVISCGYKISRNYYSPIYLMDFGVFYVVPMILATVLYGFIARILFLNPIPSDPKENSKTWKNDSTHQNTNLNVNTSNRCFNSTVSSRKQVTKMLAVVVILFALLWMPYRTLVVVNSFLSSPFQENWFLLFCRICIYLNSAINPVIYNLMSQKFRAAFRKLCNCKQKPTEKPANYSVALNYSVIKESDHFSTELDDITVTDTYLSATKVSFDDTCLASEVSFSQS
#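 TRHR-expressing cells loaded with fluo-8 calcium dye were read kinetically (ex 480/em 530) during compound addition, then stimulated with an EC20 of TRH (10 nM final). Enhancement of the Gq-mediated intracellular calcium response was scored.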
# D2 PAM: positively modulates the human D2 dopamine receptor allosterically | P14416 | actives 0.34% (n = 340,000) | potentiation, % at 10 µM | AID 485347 | HEK293 T-REx D2, calcium flux, EC20 dopamine potentiation;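 active means potentiation over 3 SD above the plate norm, cut at about 30% in these data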; further: 0% is about no effect
#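 Cells plated with tetracycline inducer and held overnight at 30 C; calcium dye loaded 30–90 min at room temperature; baseline taken, compound added and read 180 s; EC20 dopamine then added and read 180 s.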
# RXFP1 antag: RXFP1 (human) relaxin receptor antagonism | Q9HBX9 | HEK293-RXFP1, relaxin-stimulated cAMP HTRF, 30 min; hits give low values | activity change, negative = inhibition, % at 57.5 µM | AID 1259400 | actives 0.59% (n = 350,000);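 active means activity change of -60% or lower, but not beyond a set lower limit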; further: on the % scale 0 is the no-effect control and ±100 the full control effect
# D2 antag: D2 dopamine receptor (human) antagonism; actives 2% (n = 340,000); HEK293 TREx D2 cells, calcium flux, dopamine EC80; inhibition, % at 10 µM; P14416; in the data active means inhibition above about 30%; further: 0% is about no effect
#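 Overnight-induced (tetracycline, 30 C) HEK293 T-REx cells carrying force-coupled D2 receive a no-wash calcium dye, then compound, then EC80 dopamine at 180 s; signals are read kinetically throughout.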
# D1 agonist: activates the human D1 dopamine receptor | HEK293 T-REx D1 cells, calcium flux, agonist mode | P21728 | actives 1% (n = 360,000) | activation, % at 2 µM | AID 504660; further: 0% is about no effect
#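 Inducible HEK293 T-REx D1 cells, force-coupled to calcium signalling, were plated at 4000 cells/well with tetracycline and held overnight at 30 C. After no-wash calcium dye loading, compound-evoked calcium rise over 180 s flagged agonists.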
# TRHR agonist: agonists of human TRH receptor; P34981; TRHR cells, calcium flux fluo-8, FDSS agonist mode; activation, % at 2 µM; actives 0.18% (n = 360,000); AID 493084; further: 0% is about no effect
#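 In this calcium-flux screen, cells bearing human TRHR are dye-loaded with fluo-8, baselined for 10 cycles, then exposed to library compounds; positive kinetic calcium responses during the agonist phase mark hits, with TRH as control.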
# D1 antagonist: human D1 dopamine receptor antagonism; HEK293 TREx D1 cells, calcium flux, dopamine EC80; hits give low values; activity change, negative = inhibition, % at 10 µM; actives 3.2% (n = 360,000); AID 504652; in the data active means activity change below about -30%; further: on the % scale 0 is the no-effect control and ±100 the full control effect
#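 Kinetic fluorescence of a calcium dye serves as the read-out. D1-expressing Hek293 Trex cells, induced overnight at 30 C, are exposed to compound for 180 s before an EC80 dopamine addition, then read 180 s further.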
# The depositor's hits bear a star; nt = not tested or not shown; & = joins results of further samples. Unless noted, no stated cut-off is given here; in the data, active means activation above about 30%; inactive means the rest.
SMILES,D2 agonist,D1 PAM,TRHR PAM,D2 PAM,RXFP1 antag,D2 antag,D1 agonist,TRHR agonist,D1 antagonist
CCOc1ccc(NS(=O)(=O)c2ccc(OC)c(NC(=O)c3ccc4c(c3)OCCO4)c2)cc1,-0.3,-6.8,7.7,-1.8,-4.9,-13.3,0.4,0.0,-8.3
Fc1ccc(C2CC(c3ccc(F)cc3)n3ncnc3N2)cc1 (stereo not drawn),0.3,2.5,12.4,3.4,31.6,-6.7,1.5,1.1,1.0
CC(NC(=O)OC(C)(C)C)C(=O)Oc1cc2oc(=O)cc(-c3ccccc3)c2cc1Cl (stereo not drawn),-0.2,-0.5,-3.0,3.3,3.7,-15.8,9.3,0.3,-2.7
Cc1ccc(NC(=O)c2ccoc2C)cc1C,0.6,3.9,-2.6,2.8,13.1,9.0,1.8,0.4,3.3
OC(CN1CCCCC1)Cn1c2ccc(Cl)cc2c2cc(Cl)ccc21 (stereo not drawn),4.0,-4.2,7.1,1.1,-61.8*,-52.7,35.4*,5.0,13.0
CC(C)c1ccc(NC(=O)c2ccc3c(O)c(S(=O)(=O)c4ccccc4)c(=O)[nH]c3c2)cc1,0.4,-0.2,-3.0,2.3,-14.0,nt,2.4,0.2,-2.1
COc1cc2c(cc1NC(=O)COc1cc(C)cc(C)c1)oc1ccccc12,-0.1,3.8,4.4,-9.9,-6.8,nt,1.9,-0.1,-14.8
O=C(O)C1CCCCC1C(=O)NCCc1c[nH]c2ccccc12 (stereo not drawn),1.7,1.0,0.5,nt,0.8,13.9,0.6,2.1,-1.0
CCN(C(=O)Cn1nc(Cc2ccncc2)c2ccccc2c1=O)c1ccc(OC)cc1,nt,-0.9,13.6,-22.1,7.1,nt,0.0,-0.6,22.1
O=C(Nc1ccc(S(=O)(=O)Nc2ncccn2)cc1)c1ccccc1Cl,-0.8&1.3,-0.3&1.8,4.7&-6.6,-5.2&2.7,3.5&-3.4,-20.4,5.9&0.4,0.2&-0.2,3.1&-3.7
c1ccc(OCCCc2nc(-c3cccnc3)no2)cc1,-2.4,-0.1,6.3,-5.4,-21.2,23.2,5.6,-0.5,-14.4
O=C(Nc1ccc(Cl)c(Cl)c1)Nc1ccccc1O,2.1,-4.0,7.3,9.5,-12.6,-8.4,21.1,3.2,-37.3*
O=C(CN(Cc1ccccc1F)C(=O)c1ccco1)NCc1ccc(F)cc1,0.5,1.3,8.9,-8.1,2.4,-8.0,10.4,0.5,18.0
CCOn1c(=O)c(=O)n(O)c2ccccc21,0.0,-6.2,-2.4,9.9,-7.4,11.1,1.9,0.7,4.1
Cc1ccc(S(=O)(=O)N2CCN(C(=O)CN3CCCC3)C2)cc1,0.0,-9.4,0.3,5.7,-21.6,-3.1,1.8,0.6,9.2
CCOC(=O)c1ccc(NC(=O)CSc2nnc(Cn3c(=O)sc4ccccc43)n2C)cc1,nt,0.4,-0.7,nt,nt,nt,-0.7,0.2,-16.0
COC(=O)c1[nH]c2c(c1C)C(=O)CC(c1ccc(OC)cc1)C2 (stereo not drawn),-0.1,-9.2,-3.4,-16.5,0.0,-5.3,3.6,-1.7,-11.8
Cc1ccc(S(=O)(=O)N(C)C)cc1NC(=O)CN1C(=O)NC(Cc2c[nH]c3ccccc23)C1=O (stereo not drawn),1.1,2.2,0.0,-13.9,-4.8,-2.5,0.1,0.1,1.1
COc1cc(/C(C)=N/N2CCN(c3ccccc3OC)CC2)ccc1O,-0.6,-1.4,0.8,-0.8,-5.6,3.9,2.1,0.4,-10.6
CC(CN1CCCCC1)OC(=O)COc1ccc(Br)cc1 (stereo not drawn),0.4,-6.7,8.1,-10.3,-2.8,14.1,2.8,0.6,2.6
Cc1ccc(S(=O)(=O)N2CCN(C(=O)CC(C)n3nc(C)c(Cl)c3C)CC2)cc1C (stereo not drawn),1.1,-1.2,-9.8,-14.0,1.3,-3.2,4.7,-0.4,-13.6
CCCOc1ccc(NC(=O)CC2C(=O)N(c3ccc(OC)cc3)C(=O)N2CCc2ccncc2)cc1 (stereo not drawn),nt,-1.9,2.2,6.2,3.8,nt,1.4,-0.4,-42.4*
O=c1c(-n2cncn2)c[nH]n1-c1cccc(Cl)n1,-0.4,7.9,4.9,-3.7,-3.8,-29.7,2.6,1.3,12.0
CCOc1ccc(CCNC(=O)c2ccc(CS(=O)(=O)c3ccccc3C)o2)cc1OCC,-0.9,-1.9,-2.9,7.8,nt,nt,1.0,-0.1,2.7
Cc1c(CCNC(=O)c2c(F)cccc2F)sc2nc(-c3ccc(F)cc3)nn12,-1.0,-2.5,2.0,-0.1,-9.7,nt,9.6,-0.6,nt
# More results follow.
SMILES,D2 agonist,D1 PAM,TRHR PAM,D2 PAM,RXFP1 antag,D2 antag,D1 agonist,TRHR agonist,D1 antagonist
COC(=O)CSc1nc(C)c(C(=O)Nc2ccccc2C)c(-c2ccc(Cl)cc2)c1C#N,6.2,0.3,-27.4,6.6,-12.6,9.6,12.8,4.9,3.6
CCn1nc(C)c(CN2CCC(C(=O)Nc3cccc(-c4cccc(Cl)c4)c3)CC2)c1C,-1.5,-6.9,-4.6,-18.1,-10.1,3.8,22.6,0.8,-29.5
CN(Cc1cccc(F)c1)C(=O)c1ccc2c(=O)n3c(nc2c1)CCC3,-0.5,-11.3,-1.3,-5.8,1.1,-1.8,4.2,0.4,-10.9
OCCNc1nc2ccc(Cl)cc2[nH]1,0.9,-3.0,2.9,-4.1,-5.4,-4.1,1.4,-0.8,-5.9
COc1cccc(NC(=O)CN(C)C(=O)c2ccccc2OCc2c(C)noc2C)c1,-0.7,-0.2,-4.6,-8.9,-0.4,-16.9,-2.5,-0.6,37.8
COc1ccc(C(=O)Nc2nonc2-c2ccc(OC)c(OC)c2)cc1Cl,0.5,-0.1,2.5,0.6,-4.3,nt,5.8,-1.1,0.2
COc1ccc(N(CC(=O)Nc2ccc(C(N)=O)cc2)S(=O)(=O)c2ccc(C)c([N+](=O)[O-])c2)cc1,-0.5,-7.8,-4.0,-0.2,-5.7,-1.7,1.1,0.0,-20.5
COc1ccc(Cn2c(C)nc3oc4cc(OC)ccc4c(=O)c3c2=O)cc1,-0.4,-1.9,-6.8,-10.7,-15.7,71.7*,-0.4,-0.4,8.0
O=C(Cn1nc(C(=O)O)c2ccccc2c1=O)NCC1CCCO1 (stereo not drawn),1.0,-1.5,-3.2,6.5,-7.0,9.2,6.0,0.2,1.5
O=C(Nc1nc2c(s1)CCCC2)c1cc(-c2ccccc2)nc2ccccc12,0.8,5.0,-4.5,-23.3,-19.3,-37.1,31.9*,0.7,9.5
Cc1ccc(NC(=O)Nc2c[nH]c(=O)[nH]c2=O)c(Cl)c1,0.2,-6.2,6.7,10.2,0.7,nt,3.4,0.3,-16.0
COc1ccc(S(=O)(=O)Cc2ccc(C(=O)N3CCN(C4CCCCC4)CC3)o2)cc1,1.0,1.3,-3.3,-8.3,nt,-6.3,-0.4,0.1,-4.4
Cc1ccsc1/C=C1\Oc2cc(OCC(=O)c3ccccc3)ccc2C1=O,0.5,-3.6,9.3,-1.6,-1.5,-15.8,7.9,0.9,6.3
O=C(CN1C(=O)NC2(CCCc3ccccc32)C1=O)Nc1cc(F)ccc1F (stereo not drawn),2.5,-2.2,10.3,11.3,-16.5,0.4,7.0,0.4,-14.9
CCCS(=O)(=O)NCCc1cc2c(C)ccc(C)c2[nH]c1=O,15.3,-2.9,0.9,-13.0,nt,-6.5,2.8,-0.6,-24.1
O=C(O)c1cc2ccccc2c(=O)s1,0.6,-2.8,0.2,-5.8,-6.5,11.5,-2.5,-0.4,15.3
CCC(C)Oc1cccc(C(=O)Nc2ccccc2N2CCOCC2)c1 (stereo not drawn),0.3,-0.8,1.9,2.7,-4.9,-1.9,3.3,0.9,3.2
COCCNC(=O)CSc1nc2cc3c(cc2c(=O)n1Cc1ccco1)OCO3,-1.7,-9.8,-2.5,16.9,2.2,-19.9,-0.3,0.3,4.4
Cc1cc2cccc(C)c2nc1SCC(=O)NC1CCCCC1,0.4,-4.8,2.1,3.0,-2.1,-3.4,1.2,0.5,-9.6
CCCCc1ccc(NC(=S)NCc2cccc(OC)c2)cc1,-1.1,-9.0,1.3,1.7,-1.4,-1.8,4.8,-2.4,-8.4
CCCCNC1=C(Br)C(=O)CC(C)(C)C1,0.2,5.5,2.1,16.1,3.6,13.7,5.0,0.9,2.5
O=c1[nH]c(CN2CCN(c3ccccn3)CC2)nc2c(Br)cc(Br)cc12,-0.2,1.8,0.0,0.7,35.8,6.0,4.7,-0.2,-1.6
Cc1ccc(OC(=O)c2ccc(C)c(C)c2)cn1,0.6,-2.6,-1.9,-6.2,-4.5,-3.4,2.1,0.4,14.6
Clc1ccccc1N1CCN(Cc2ccco2)CC1,2.1,-8.3,0.6,-22.1,6.4,24.0,3.6,0.4,-10.5
Cc1cccc(N2C(=O)CC(Sc3nc(C)c4c(n3)CCCC4)C2=O)c1 (stereo not drawn),-2.0,0.1,1.3,-1.2,6.1,22.7,3.2,-0.1,-0.8
Cc1cccc(N2CCN(S(=O)(=O)c3ccc4oc(=O)c5ncn(C)c5c4c3)CC2C)c1 (stereo not drawn),-0.4,1.4,0.3,3.0,-9.0,nt,0.3,-0.6,0.9
CCOC(=O)N1CCN(C(=O)c2noc(C(C)C)c2[N+](=O)[O-])CC1,0.2,-9.1,4.7,-0.6,-8.4,-8.4,-3.1,0.1,4.0
Cc1cc(OC(C)C(=O)NCc2ccccn2)c2c(C)c(C)c(=O)oc2c1 (stereo not drawn),-0.2,-1.8,0.1,0.0,-2.7,-8.7,1.4,0.5,-10.3
Cc1nc(N2N=C(c3ccc(Cl)cc3)CC2c2ccco2)sc1C(=O)N(C)C (stereo not drawn),0.8,1.9,4.6,4.6,4.1,0.1,0.1,-1.2,-3.8

# Reformatted: eight of the compounds above
smiles	D2 agonist	D1 PAM	TRHR PAM	D2 PAM	RXFP1 antag	D2 antag	D1 agonist	TRHR agonist	D1 antagonist
CCOc1ccc(NS(=O)(=O)c2ccc(OC)c(NC(=O)c3ccc4c(c3)OCCO4)c2)cc1	-0.3	-6.8	7.7	-1.8	-4.9	-13.3	0.4	0.0	-8.3
Fc1ccc(C2CC(c3ccc(F)cc3)n3ncnc3N2)cc1 (stereo not drawn)	0.3	2.5	12.4	3.4	31.6	-6.7	1.5	1.1	1.0
CC(NC(=O)OC(C)(C)C)C(=O)Oc1cc2oc(=O)cc(-c3ccccc3)c2cc1Cl (stereo not drawn)	-0.2	-0.5	-3.0	3.3	3.7	-15.8	9.3	0.3	-2.7
Cc1ccc(NC(=O)c2ccoc2C)cc1C	0.6	3.9	-2.6	2.8	13.1	9.0	1.8	0.4	3.3
OC(CN1CCCCC1)Cn1c2ccc(Cl)cc2c2cc(Cl)ccc21 (stereo not drawn)	4.0	-4.2	7.1	1.1	-61.8*	-52.7	35.4*	5.0	13.0
CC(C)c1ccc(NC(=O)c2ccc3c(O)c(S(=O)(=O)c4ccccc4)c(=O)[nH]c3c2)cc1	0.4	-0.2	-3.0	2.3	-14.0	nt	2.4	0.2	-2.1
COc1cc2c(cc1NC(=O)COc1cc(C)cc(C)c1)oc1ccccc12	-0.1	3.8	4.4	-9.9	-6.8	nt	1.9	-0.1	-14.8
O=C(O)C1CCCCC1C(=O)NCCc1c[nH]c2ccccc12 (stereo not drawn)	1.7	1.0	0.5	nt	0.8	13.9	0.6	2.1	-1.0

# From PubChem BioAssay
